Screening results as filed in PubChem BioAssay.
FXN GAA850 act = activators of GAA850 frataxin (FXN) promoter; HEK293 lucGAA850 FXN promoter luciferase reporter, 24 h; percent of 10 µM SAHA response; activation, % at 6 µM; actives 0.56% (n = 360,000);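 active = activation above the average of all compounds screened plus 3 SD, cutoff fixed separately per campaign, cut at about 7.5% in these data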;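 note: 0% = DMSO wells and 100% = 10 µM SAHA wells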
DAX1 inh-1 = inhibitors of human orphan nuclear receptor DAX1 (NR0B1); P51843; HEK293 Gal4-DAX1 luciferase reporter, luminescence; inhibition, % at 6.75 µM; actives 0.99% (n = 340,000); AID 504766;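 active = inhibition above the mean over all tested compounds plus 3 SD, cut at about 4.2% in these data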;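 note: 0% = DAX1-transfected cells with DMSO and 100% = empty-vector control cells with DMSO; inhibition shows as a rise in luminescence from relieved DAX1 repression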
Target sequence (P51843 207-470 limits assumed): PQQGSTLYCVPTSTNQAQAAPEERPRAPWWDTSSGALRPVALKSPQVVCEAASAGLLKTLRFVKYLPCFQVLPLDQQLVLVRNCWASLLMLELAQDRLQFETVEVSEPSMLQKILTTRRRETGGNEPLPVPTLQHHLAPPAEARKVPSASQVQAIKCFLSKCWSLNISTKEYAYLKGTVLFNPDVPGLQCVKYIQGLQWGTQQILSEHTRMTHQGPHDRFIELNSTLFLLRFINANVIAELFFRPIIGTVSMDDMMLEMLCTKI
sPLA2-III inh = Blocks human group III sPLA2 activity | QFRET BODIPY PC-A2 liposome hydrolysis, fluorescence | inhibition, % at 12.2 µM | actives 0.56% (n = 370,000);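 active = inhibition above mean plus 3 SD of compounds lying within the high and low control bounds, cut at about 19% in these data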;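 note: 0% = median of test compound wells and 100% = no enzyme DMSO wells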
Target sequence (Q9NZ20 whole entry, looked up): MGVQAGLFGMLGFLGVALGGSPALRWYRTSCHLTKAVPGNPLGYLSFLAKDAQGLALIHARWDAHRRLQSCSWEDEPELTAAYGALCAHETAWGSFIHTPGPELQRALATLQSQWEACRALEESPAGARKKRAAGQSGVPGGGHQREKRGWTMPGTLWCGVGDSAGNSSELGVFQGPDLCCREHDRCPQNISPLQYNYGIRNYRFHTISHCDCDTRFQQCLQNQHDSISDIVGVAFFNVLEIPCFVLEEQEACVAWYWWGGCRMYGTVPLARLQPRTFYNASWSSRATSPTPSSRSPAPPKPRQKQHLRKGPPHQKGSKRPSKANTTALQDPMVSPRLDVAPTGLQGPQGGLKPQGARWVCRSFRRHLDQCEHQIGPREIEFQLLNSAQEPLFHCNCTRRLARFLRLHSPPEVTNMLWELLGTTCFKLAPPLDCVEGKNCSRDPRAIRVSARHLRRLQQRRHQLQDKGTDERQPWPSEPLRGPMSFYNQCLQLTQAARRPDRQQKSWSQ
ssDAF-12 act = S. stercoralis DAF-12 activation, primary screen. AID 652126. actives 1% (n = 370,000). HEK293 ssDAF-12/GRIP1 lit1-tk-luc reporter, luminescence; % of 3 µM dafachronic acid response. activation, % at 6.8 µM;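 active = activation above the mean over all tested compounds plus 3 SD, cut at about 0.9% in these data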;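 note: 0% = DMSO-only wells and 100% = 3 µM delta7-dafachronic acid wells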
SMARCA2 activ = activators of SMARCA2 function | actives 1% (n = 370,000) | MG213 cells, MMTV-luciferase reporter, dexamethasone, overnight | activation, % at 9.1 µM; in the data active = activation above about 7.8%;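 note: 0% = vehicle wells and 100% = reference activator wells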
NPR1 activator = GC-A (human) enzyme activation; P16066; HEK293 GC-A cells, cGMP TR-FRET, EC30 ANP; 0% at EC30 ANP, 100% saturating ANP; activation, % at 10 µM; actives 0.14% (n = 370,000); in the data active = activation above about 40%
hcDAF12 agonist = H. contortus DAF-12 activation, primary screen | HEK293 hcDAF-12 lit1-tk-luc reporter, luminescence; 0% DMSO, 100% Δ7-dafachronic acid | actives 1.4% (n = 370,000) | AID 652067 | activation, % at 6.8 µM;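 active = activation above the mean of all tested compounds plus 3 SD, cut at about 5.5% in these data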;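 note: 100% = response to 3 µM Δ7-dafachronic acid high control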
NPR2 activator = GC-B (human) receptor activation | activation, % at 10 µM | P20594 | HEK293-GC-B cells, CNP EC30, cGMP TR-FRET; 0% at EC30 CNP, 100% saturating CNP | actives 0.11% (n = 370,000);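 active = activation at 10 µM reaching about 35% in either raw or pattern-adjusted values, limit read from the data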
hgDAF-12 ag = agonists of H. glycines DAF-12 nuclear receptor | AID 687014 | actives 1.8% (n = 370,000) | HEK293 GAL4-hgDAF12 UAS-luciferase reporter, agonist luminescence; normalized to butyrate control | activation, % at 6.8 µM;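 active = activation above a cutoff set at the mean of all screened compounds plus 3 SD, cut at about 10% in these data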;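 note: 0% = DMSO wells and 100% = sodium butyrate wells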
DAX1 inh-2 = DAX1 (NR0B1) inhibition, primary screen; AID 652010; HEK293T StAR-luciferase reporter, SF-1/DAX-1 repression relief; inhibition, % at 6.8 µM; actives 1.1% (n = 370,000);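 active = inhibition above the mean over all tested compounds plus 3 SD, cut at about 3.6% in these data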;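 note: 0% = DAX-1 cells with DMSO and 100% = cells lacking DAX-1 with DMSO; higher inhibition means more luminescence from relief of DAX-1 repression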
ADAM10 inh = inhibitors of human ADAM10 | O14672 | recombinant ADAM10, EDANS/DABCYL FRET peptide cleavage, 3 h | inhibition, % at 7 µM | actives 0.62% (n = 370,000);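 active = inhibition above a per-campaign cutoff equal to the mean of compounds falling between control-based bounds plus 3 SD, cut at about 20% in these data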;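 note: 0% = DMSO wells while the 100% control is not disclosed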
An asterisk follows results filed as active.

COc1cccc(NC(=O)CN2CCN(c3ccc(F)cc3)CC2)c1 was read as FXN GAA850 act 0.0, DAX1 inh-1 -0.2, sPLA2-III inh 2, ssDAF-12 act -0.6, SMARCA2 activ 0, NPR1 activator 3, hcDAF12 agonist -1.3, NPR2 activator 3, hgDAF-12 ag -0.5, DAX1 inh-2 -0.6 and ADAM10 inh 0.
COc1ccc(C2CC(=O)C=C(NNS(=O)(=O)c3ccc(C)cc3)C2)cc1 (stereo not given) was read as FXN GAA850 act 1.8, DAX1 inh-1 -0.2, sPLA2-III inh -10, ssDAF-12 act -1.2, SMARCA2 activ -2, NPR1 activator 0, hcDAF12 agonist 2.0, NPR2 activator 2, hgDAF-12 ag -1.8, DAX1 inh-2 -0.2 and ADAM10 inh 5.
For O=C(O)CCC(=O)N1N=C(c2c(-c3ccccc3)c3cc(Cl)ccc3[nH]c2=O)CC1c1ccccc1 (stereo not given) the results were FXN GAA850 act 2.1, DAX1 inh-1 0.9, sPLA2-III inh -38, ssDAF-12 act -0.7, SMARCA2 activ 0, NPR1 activator 3, hcDAF12 agonist -0.8, NPR2 activator 4, hgDAF-12 ag -4.4, DAX1 inh-2 0.4 and ADAM10 inh -142.
For CSc1nc(N)nc2c1ncn2CC(=O)NCC(c1ccccc1)c1ccccc1 the results were FXN GAA850 act -3.3, DAX1 inh-1 -1.8, sPLA2-III inh 3, ssDAF-12 act -1.5, SMARCA2 activ -3, NPR1 activator -7, hcDAF12 agonist -0.8, NPR2 activator -1, hgDAF-12 ag -0.6, DAX1 inh-2 -2.4 and ADAM10 inh -25.
For CCCCS(=O)(=O)N1CCCC(C(=O)Oc2ccc(Cl)cc2)C1 (stereo not given) the results were FXN GAA850 act 0.1, DAX1 inh-1 0.5, sPLA2-III inh -7, ssDAF-12 act -0.2, SMARCA2 activ -1, NPR1 activator -4, hcDAF12 agonist -0.4, NPR2 activator -4, hgDAF-12 ag -0.9, DAX1 inh-2 0.1 and ADAM10 inh -2.
`Oc1ccc(/C=N/n2c(COc3ccccc3)n[nH]c2=S)cc1O` gave FXN GAA850 act -1.0, DAX1 inh-1 0.9, sPLA2-III inh 3, ssDAF-12 act -1.3, SMARCA2 activ 1, NPR1 activator -3, hcDAF12 agonist -0.2, NPR2 activator 1, hgDAF-12 ag -3.3, DAX1 inh-2 0.1 and ADAM10 inh 0.
For COCC1CCN(C(=O)c2cc(COc3cccc4cnccc34)on2)CC1 the results were FXN GAA850 act -0.8, DAX1 inh-1 -1.3, sPLA2-III inh 0, ssDAF-12 act -2.0, SMARCA2 activ -5, NPR1 activator 0, hcDAF12 agonist -2.3, NPR2 activator -7, hgDAF-12 ag -7.1, DAX1 inh-2 -1.1 and ADAM10 inh -150.
CCOC(=O)N1CCN(C(=O)CNC(=O)c2ccccc2F)CC1 was read as FXN GAA850 act 3.2, DAX1 inh-1 2.2, sPLA2-III inh 5, ssDAF-12 act -0.3, SMARCA2 activ -2, NPR1 activator 0, hcDAF12 agonist 3.8, NPR2 activator -1, hgDAF-12 ag 6.3, DAX1 inh-2 0.3 and ADAM10 inh -8.
`CC(C)CCNc1nc(N)c([N+](=O)[O-])c(N2CCCCCC2)n1` gave FXN GAA850 act 1.0, DAX1 inh-1 -3.6, sPLA2-III inh 6, ssDAF-12 act -2.1, SMARCA2 activ -6, NPR1 activator 4, hcDAF12 agonist -5.1, NPR2 activator 2, hgDAF-12 ag -7.3, DAX1 inh-2 -0.9 and ADAM10 inh 17.
For COC(=O)C1(Cc2cc(-c3ccc(Cl)cc3)no2)CCN(C(=O)OC(C)(C)C)CC1 the results were FXN GAA850 act -0.4, DAX1 inh-1 0.9, sPLA2-III inh 1, ssDAF-12 act -0.7, SMARCA2 activ 0, NPR1 activator -4, hcDAF12 agonist 0.7, NPR2 activator -1, hgDAF-12 ag -1.8, DAX1 inh-2 -0.1 and ADAM10 inh 0.
`O=C(O)c1cccc2c1C(=O)N(c1ccc3c(c1)Cc1ccccc1-3)C2=O` gave FXN GAA850 act 0.3, DAX1 inh-1 2.0, sPLA2-III inh 11, ssDAF-12 act -0.8, SMARCA2 activ 1, NPR1 activator 5, hcDAF12 agonist -1.4, NPR2 activator -6, hgDAF-12 ag 1.5, DAX1 inh-2 -0.5 and ADAM10 inh -16.
Cc1cc(NC(=O)c2ccc(F)cc2)ccc1NC(=O)c1ccco1 was read as FXN GAA850 act -1.9, DAX1 inh-1 -2.8, sPLA2-III inh -2, ssDAF-12 act -0.8, SMARCA2 activ -1, NPR1 activator 4, hcDAF12 agonist -3.3, NPR2 activator 1, hgDAF-12 ag 0.9, DAX1 inh-2 -0.1 and ADAM10 inh -3.
`Cn1c(CNS(=O)(=O)c2ccc(Cl)cc2)n[nH]c1=S` gave FXN GAA850 act 0.4, DAX1 inh-1 3.2, sPLA2-III inh 4, ssDAF-12 act -0.9, SMARCA2 activ 0, NPR1 activator 0, hcDAF12 agonist -1.2, NPR2 activator 1, hgDAF-12 ag -0.4, DAX1 inh-2 -0.9 and ADAM10 inh 1.
`N/C(=N\NC(=O)c1ccc(F)cc1)c1cc2ccccc2oc1=O` gave FXN GAA850 act 2.8, DAX1 inh-1 1.7, sPLA2-III inh 3, ssDAF-12 act 0.7, SMARCA2 activ 2, NPR1 activator -2, hcDAF12 agonist 4.0, NPR2 activator 0, hgDAF-12 ag 2.3, DAX1 inh-2 1.1 and ADAM10 inh -39.
For COc1cc(NC(=O)CSCC(=O)Nc2cccc(C(F)(F)F)c2)c(Cl)cc1Cl the results were FXN GAA850 act 1.4, DAX1 inh-1 -0.1, sPLA2-III inh -7, ssDAF-12 act -1.6, SMARCA2 activ 2, NPR1 activator -17, hcDAF12 agonist 2.0, NPR2 activator -7, hgDAF-12 ag 0.6, DAX1 inh-2 -0.3 and ADAM10 inh 19.
O=C(COc1ccccc1)N/N=C/c1sc(=O)n(Cc2cccc(C(=O)O)c2)c1Cl was read as FXN GAA850 act -1.2, DAX1 inh-1 0.3, sPLA2-III inh -20, ssDAF-12 act -1.5, SMARCA2 activ 3, NPR1 activator -3, hcDAF12 agonist -0.9, NPR2 activator -3, hgDAF-12 ag 0.0, DAX1 inh-2 0.0 and ADAM10 inh 7.
`Cn1cc2cc([N+](=O)[O-])ccc2n1` gave FXN GAA850 act 0.5, DAX1 inh-1 0.9, sPLA2-III inh -2, ssDAF-12 act -1.0, SMARCA2 activ -1, NPR1 activator -3, hcDAF12 agonist 1.6, NPR2 activator 0, hgDAF-12 ag -0.9, DAX1 inh-2 -0.1 and ADAM10 inh -2.
Screening COC(=O)CNC(=O)Cn1ccc2ccccc2c1=O returned FXN GAA850 act -1.7, DAX1 inh-1 -0.6, sPLA2-III inh 3, ssDAF-12 act -0.8, SMARCA2 activ -1, NPR1 activator 6, hcDAF12 agonist -1.8, NPR2 activator 3, hgDAF-12 ag -0.9, DAX1 inh-2 -1.0 and ADAM10 inh -7.
For Cn1cccc1Cc1nnc(SCC(=O)Nc2nccs2)n1CCc1ccccc1 the results were FXN GAA850 act -2.8, DAX1 inh-1 0.8, sPLA2-III inh -35, ssDAF-12 act -0.9, SMARCA2 activ -3, NPR1 activator -6, hcDAF12 agonist -0.8, NPR2 activator -7, hgDAF-12 ag 0.5, DAX1 inh-2 -2.0 and ADAM10 inh -11.
For O=C(CN1CCCCC1)NCCNc1ccc(C(F)(F)F)cc1[N+](=O)[O-] the results were FXN GAA850 act 3.2, DAX1 inh-1 0.3, sPLA2-III inh 4, ssDAF-12 act -1.3, SMARCA2 activ 1, NPR1 activator -3, hcDAF12 agonist 0.3, NPR2 activator 2, hgDAF-12 ag -1.3, DAX1 inh-2 -0.1 and ADAM10 inh -9.
For O=C1c2ccccc2C(=O)N1CCCc1cn(C[C@H]2CC[C@H](Cn3cc(CCCN4C(=O)c5ccccc5C4=O)nn3)O2)nn1 the results were FXN GAA850 act 3.8, DAX1 inh-1 -2.0, sPLA2-III inh 2, ssDAF-12 act -0.9, SMARCA2 activ 4, NPR1 activator -4, hcDAF12 agonist -2.1, NPR2 activator -9, hgDAF-12 ag 1.1, DAX1 inh-2 1.2 and ADAM10 inh -3.
Screening O=C(NCCN1CCCCC1)Nc1ccc(F)c(Cl)c1 returned FXN GAA850 act 1.6, DAX1 inh-1 -0.4, sPLA2-III inh 4, ssDAF-12 act 0.6, SMARCA2 activ -1, NPR1 activator -1, hcDAF12 agonist -0.8, NPR2 activator 0, hgDAF-12 ag -4.4, DAX1 inh-2 0.3 and ADAM10 inh -3.
`O=C(Cn1nnc(-c2ccccc2NC(=O)c2ccccc2F)n1)NC1CCCC1` gave FXN GAA850 act -0.5, DAX1 inh-1 -1.0, sPLA2-III inh 1, ssDAF-12 act -0.7, SMARCA2 activ 2, NPR1 activator -5, hcDAF12 agonist 0.0, NPR2 activator -2, hgDAF-12 ag -0.7, DAX1 inh-2 0.3 and ADAM10 inh 3.
Cc1ccc(NCC(=O)Nc2ccc(Br)cc2)cc1F was read as FXN GAA850 act 2.2, DAX1 inh-1 -0.3, sPLA2-III inh 12, ssDAF-12 act -1.3, SMARCA2 activ -2, NPR1 activator -1, hcDAF12 agonist 0.3, NPR2 activator -2, hgDAF-12 ag 2.8, DAX1 inh-2 -0.3 and ADAM10 inh 0.
For CCN1CC2([N+](=O)[O-])C=CC(=O)C([N+](=O)[O-])(C1)C2CC(=O)c1ccccc1 (stereo not given) the results were FXN GAA850 act 0.2, DAX1 inh-1 1.5, sPLA2-III inh -11, ssDAF-12 act -0.9, SMARCA2 activ 3, NPR1 activator -6, hcDAF12 agonist -1.0, NPR2 activator -2, hgDAF-12 ag 0.2, DAX1 inh-2 0.0 and ADAM10 inh -2.
COc1ccc(CCNC(=O)C2CCCN(Cc3nc(-c4ccccc4C)oc3C)C2)cc1OC (stereo not given) was read as FXN GAA850 act -0.7, DAX1 inh-1 0.0, sPLA2-III inh -10, ssDAF-12 act -2.0, SMARCA2 activ -3, NPR1 activator -5, hcDAF12 agonist -2.5, NPR2 activator -10, hgDAF-12 ag -3.7, DAX1 inh-2 -1.2 and ADAM10 inh -6.
`CCOC(=O)/C=c1\s/c(=C(\C#N)C(=O)NC)n(-c2ccccc2)c1=O` gave FXN GAA850 act -1.1, DAX1 inh-1 -0.3, sPLA2-III inh 7, ssDAF-12 act -1.3, SMARCA2 activ -2, hcDAF12 agonist -0.9, hgDAF-12 ag -2.1, DAX1 inh-2 -0.1 and ADAM10 inh -5.
Cn1c(=O)[nH]c(=O)c2[nH]c(CN3CCN(C(=O)c4ccco4)CC3)nc21 was read as FXN GAA850 act 2.0, DAX1 inh-1 -0.1, sPLA2-III inh 16, ssDAF-12 act -0.8, SMARCA2 activ -4, NPR1 activator -2, hcDAF12 agonist -1.4, NPR2 activator 2, hgDAF-12 ag 0.2, DAX1 inh-2 -0.2 and ADAM10 inh -9.
